Assay outcomes (PubChem BioAssay)
D1 ag: Allosteric Agonists of the Human D1 Dopamine Receptor: qHTS. D(1A) dopamine receptor (Homo sapiens), P21728. HEK293 T-REx D1 cells, calcium flux, agonist mode. activation, % at 2 µM. 360,000 compounds, 1% hits. AID 504660, 2011; in the data active means activation above about 30%; further: 0% is about no effect
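Agonism was scored from calcium flux recorded over 180 s (1 read/s) after pintool compound addition, following a 10-cycle baseline. Cells were inducible force-coupled HEK293 TREx D1, plated overnight at 30 C and loaded with no-wash calcium dye.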
TRHR PAM: qHTS for Small Molecule Agonists and Allosteric Enhancers of Human TRH Receptor: Primary Screen for Enhancers; Thyrotropin-releasing hormone receptor (Homo sapiens), P34981; TRHR cells, fluo-8 calcium fluorescence, EC20 TRH enhancement; enhancement, % at 2 µM; 360,000 compounds, 0.66% hits; in the data active means enhancement above about 30%; further: 0% is about no effect
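TRHR-expressing cells loaded with fluo-8 calcium dye were read kinetically (ex 480/em 530) during compound addition, then stimulated with an EC20 of TRH (10 nM final). Enhancement of the Gq-mediated intracellular calcium response was scored.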
D2 potentiator: HTS Assay for Positive Allosteric Modulators of the Human D2 Dopamine Receptor: Primary Screen for Potentiators; D(2) dopamine receptor (Homo sapiens), P14416; HEK293 T-REx D2, calcium flux, EC20 dopamine potentiation; potentiation, % at 10 µM; 340,000 compounds, 0.34% hits;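 active means potentiation over 3 SD above the plate norm, cut at about 30% in these data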; further: 0% is about no effect
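Primary screen. Calcium kinetics in induced HEK293 T-REx D2 cells: compound pre-addition 180 s, EC20 dopamine, 180 s more.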
D2 antagonist: HTS Assay for Allosteric Antagonists of the Human D2 Dopamine Receptor: Primary Screen for Antagonists | inhibition, % at 10 µM | HEK293 TREx D2 cells, calcium flux, dopamine EC80 | 340,000 compounds, 2% hits; in the data active means inhibition above about 30%; further: 0% is about no effect
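In this primary screen, negative modulation is detected by tracking calcium flux after an EC80 dopamine challenge in inducible HEK293 T-REx D2 cells preexposed to test compound for 180 s.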
D1 PAM: Potentiators of Human D1 Dopamine Receptor: qHTS | D(1A) dopamine receptor (Homo sapiens), P21728 | HEK293 TREx D1 cells, calcium flux, dopamine EC20 potentiation | potentiation, % at 10 µM | 360,000 compounds, 0.036% hits; in the data active means potentiation above about 30%; further: 0% is about no effect
RXFP1 ag: qHTS Assay for Agonists of the Relaxin Receptor RXFP1; AID 2676, 2010; HEK293T-RXFP1 cAMP TR-FRET, 30 min; response scale: percent of porcine relaxin response, buffer zero; 370,000 compounds, 0.3% hits; Potency, µM (titrated, usually from 57.5 µM), for inactives: top-dose activation, most hits filed as activators; active means well fitted activation curve with a large enough effect; inconclusive means small, poorly fitted or top-dose-only effect; further: potency means the concentration at half of the fitted maximal effect; on the % scale 0 is the no-effect control and ±100 the full control effect; nearly all actives have a fitted effect of over 60% in size; many of its hits are not listed in these tables
Target sequence (Q9HBX9 whole entry, looked up): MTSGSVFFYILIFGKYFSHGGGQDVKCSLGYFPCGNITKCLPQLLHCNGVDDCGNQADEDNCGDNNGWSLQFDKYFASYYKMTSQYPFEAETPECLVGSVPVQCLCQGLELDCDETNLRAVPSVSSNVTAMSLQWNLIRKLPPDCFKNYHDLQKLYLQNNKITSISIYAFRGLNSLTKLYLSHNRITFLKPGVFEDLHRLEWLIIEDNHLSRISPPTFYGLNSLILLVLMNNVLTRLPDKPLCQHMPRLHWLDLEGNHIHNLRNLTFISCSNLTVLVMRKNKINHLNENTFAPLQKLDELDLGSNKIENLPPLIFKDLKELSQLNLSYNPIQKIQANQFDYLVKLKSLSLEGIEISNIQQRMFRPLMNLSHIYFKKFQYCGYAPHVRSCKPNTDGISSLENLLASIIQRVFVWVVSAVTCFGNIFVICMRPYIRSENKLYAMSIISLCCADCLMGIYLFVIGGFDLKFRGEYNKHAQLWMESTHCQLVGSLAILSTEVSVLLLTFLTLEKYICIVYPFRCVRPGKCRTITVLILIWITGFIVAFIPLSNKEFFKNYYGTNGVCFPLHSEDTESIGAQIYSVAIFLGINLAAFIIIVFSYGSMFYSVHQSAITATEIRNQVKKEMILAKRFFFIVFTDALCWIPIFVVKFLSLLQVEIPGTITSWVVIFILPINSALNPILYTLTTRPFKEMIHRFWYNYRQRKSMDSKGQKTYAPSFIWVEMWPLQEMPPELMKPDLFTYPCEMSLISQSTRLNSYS
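Agonist response is measured as cAMP accumulation in an RXFP1-transfected HEK293T line under PDE4 inhibition. Values are scaled between buffer-only and 29 nM porcine relaxin, and EC50s come from standard Hill equation fits.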
RXFP1 antag: qHTS Assay for Antagonists of the Relaxin Receptor RXFP1 | activity change, negative = inhibition, % at 57.5 µM | Relaxin receptor 1 (Homo sapiens), Q9HBX9 | 350,000 compounds, 0.59% hits | HEK293-RXFP1, relaxin-stimulated cAMP HTRF, 30 min; hits give low values;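 active means activity change of -60% or lower, but not beyond a set lower limit; inconclusive means change between -60% and -40%, or beyond the set limit; inactive means change above -40%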; further: on the % scale 0 is the no-effect control and ±100 the full control effect
D1 antag: Antagonist of Human D 1 Dopamine Receptor: qHTS; D(1A) dopamine receptor (Homo sapiens), P21728; HEK293 TREx D1 cells, calcium flux, dopamine EC80; hits give low values; activity change, negative = inhibition, % at 10 µM; 360,000 compounds, 3.2% hits; in the data active means activity change below about -30%; further: on the % scale 0 is the no-effect control and ±100 the full control effect
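Tetracycline-induced HEK293 T-REx cells with force-coupled D1 receptor were loaded with a no-wash calcium dye. Compound was added after a 10 s baseline and read kinetically for 180 s; EC80 dopamine was then added and calcium flux followed another 180 s.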
D2 ag: HTS Assay for Allosteric Agonists of the Human D2 Dopamine Receptor: Primary Screen for Agonists. HEK293 T-REx D2 cells, calcium flux agonist mode. activation, % at 2 µM. 340,000 compounds, 0.53% hits. D(2) dopamine receptor (Homo sapiens), P14416;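 active means activation over 3 SD above normal in the single-dose calcium agonist read, cut at about 30% in these data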; further: 0% is about no effect
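Calcium-flux readout, 1 cycle/sec over 180 s following compound pin transfer, in inducible HEK293 Trex D2 cells (force-coupled); dopamine controls included. Positive calcium responses during this window marked compounds as potential agonists.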
* hit, by the source's call; ? = inconclusive; . = not tested or not shown.

smiles,D1 ag,TRHR PAM,D2 potentiator,D2 antagonist,D1 PAM,RXFP1 ag,RXFP1 antag,D1 antag,D2 ag
CC1=CC(=O)C=C(C)C1=NOC(=O)c1cccc([N+](=O)[O-])c1,1,18,0,0,1,-2.6%,5,6,0.5
O=C(CSCC(=O)N1CCCCC1)Nc1nc(-c2ccccc2)c(-c2ccccc2)s1,0,-3,-1,10,1,0.9%,-6,24,0.0
CC(C)(C)C(=O)CSc1nc2ccsc2c(=O)n1Cc1ccccc1Cl,2,-8,8,.,-1,0.1%,-3,2,-0.1
COc1ccccc1NC(=O)C1=C(C)Nc2ncnn2C1c1cccs1 (configuration not stated),4,-13,4,-9,-2,0.6%,-5,4,0.5
COc1ccc(NC(=O)c2nc[nH]c2C(=O)N2CCN(C(=O)OC(C)(C)C)CC2)cc1,-1,-17,5,-17,-5,0.1%,.,-6,0.6
CCOc1ccc(N2CC(C(=O)NCCc3ccc(OC)c(OC)c3)CC2=O)cc1 (configuration not stated),-1,-8,-2,17,2,2.1%,-2,1,0.6
COc1ccc(-c2noc(N3CCC(C(=O)N4CCN(c5ccccn5)CC4)CC3)n2)cc1,12,-7,8,-8,-3,2.1%,-3,-15,-0.4
CN(C)c1nc(C#N)nc(N2CCOCC2)n1,2,-7,0,2,-1,1.4%,-5,-8,-1.1
Cc1nn(CC(=O)N2CCN(c3cccc(C(F)(F)F)c3)CC2)c(=O)c2cc3sccc3n12,0,5,-2,.,-4,1.6%,-5,3,-0.2
CC1N(C)c2cccc3cccc(c23)N1C,0,-2,3,-15,-6,0.9%,3,-41*,0.8
CC1C(=O)NN=C1C(=O)N/N=C\C(Br)=C\c1ccccc1 (configuration not stated),5,0,5,-8,11,0.3%,-27,5,0.7
CC1(C)CC(NC(=S)NCc2ccco2)CC(C)(C)N1,0,1,9,-26,-1,-1.0%,8,.,0.4
COc1ccc(-n2nnnc2SCC(=O)NCc2cccs2)cc1,2,-13,0,-3,2,-0.1%,5,-8,0.8
COc1ccc(NC(=O)c2cccc(S(=O)(=O)N3CCCCCC3)c2)cc1,2,7,4,-10,-2,-0.8%,-4,6,-0.2
CC(C)[C@H](CO)Nc1nc(Nc2ccc(Cl)c(C(=O)O)c2)c2ncn(C(C)C)c2n1,3,-6,-4,39*,-4,0.0%,.,2,0.0
COC(=O)c1ccccc1NC(=O)CN(c1ccc(Cl)cc1)S(=O)(=O)c1ccc(OC)cc1,5,-3,-3,.,-2,4.0%,.,17,0.5
C=CCNC(=S)N1CCC(C(=O)c2ccc(F)cc2)CC1,10,0,-13,9,-5,-2.1%,6,-14,-0.3
CCCn1cc(S(=O)(=O)c2ccc(C)cc2)c(=O)c2cc(F)c(N3CCCC3)cc21,1,0,4,.,-1,?,-17,-6,.
CCOC(=O)Cn1nnnc1C(CC)N(Cc1cc2ccc(C)cc2[nH]c1=O)C1CCCC1 (configuration not stated),1,0,-1,13,3,0.7%,-2,-8,0.2
CCc1ccc2oc(-c3ccc(NC(=O)c4ccc(OC)c(Br)c4)cc3)nc2c1,1,0,-7,.,-1,11%,3,11,.
O=c1[nH]c(C2CCN(S(=O)(=O)c3ccccc3)CC2)nc2c1nnn2Cc1cccc(Cl)c1,0,-5,5,32*,5,1.9%,5,-6,0.2
O=C(Cn1cc(C(F)(F)F)cc(Cl)c1=O)Nc1cccc(Cl)c1,7,-5,0,1,-1,2.7%,-11,-12,3.2
CCc1ccc(S(=O)(=O)N2CCN(C(=O)c3cccnc3)CC2)cc1,0,-6,-3,3,0,0.7%,-2,8,1.3
Cc1ncc(CO)c2c1Oc1nc(-c3ccccc3F)nc(SCC(=O)N(C)c3ccccc3)c1C2,4,1,9,14,-4,-0.5%,-91*,3,-1.2
CCOc1ccc(NC(=O)c2ccc(N3CC4CC(C3)c3cccc(=O)n3C4)c(NC(=O)CCN3CCOCC3)c2)cc1 (configuration not stated),0,-1,-3,5,-2,-3.9%,-16,6,0.5
COc1cccc(/C=C2/SC(=S)N(CC(=O)NC3C=CS(=O)(=O)C3)C2=O)c1 (configuration not stated),2,12,18,-14,-6,-1.1%,-6,4,0.1
Cc1nn(-c2ccccc2)c(C)c1NC(=O)COC(=O)c1ccc(Cl)c(S(N)(=O)=O)c1,4,4,-3,-16,-5,-0.4%,-26,3,-0.1
O=C(CC1SC(=NCc2ccccc2)NC1=O)Nc1ccccc1 (configuration not stated),3,-3,1,4,-2,-2.0%,-7,-6,3.4
COc1ccc2c3c([nH]c2c1)C1(NCC3)C(=O)Nc2ccccc21 (configuration not stated),1,2,-4,-17,-1,6.9%,-17,-5,1.7
CN(C)C(CNC(=O)c1ccc(S(=O)(=O)N(C)C)cc1)Cc1ccccc1 (configuration not stated),3,-1,-8,10,-6,-0.3%,-17,-7,10

(further entries)
Values run as follows: D1 ag | TRHR PAM | D2 potentiator | D2 antagonist | D1 PAM | RXFP1 ag | RXFP1 antag | D1 antag | D2 ag
- Cc1ccc(C(=O)CSc2ncnc3sc4c(c23)CCCC4)cc1
    5 | 0 | 2 | -9 | -4 | 0.2% | 23 | -3 | -0.1
- O=C(NCc1ccccc1)c1ccc(CN2CCC(Cc3ccccc3)CC2)cc1
    0 | -5 | 0 | 13 | -4 | -1.9% | -13 | 13 | 1.5
- CCOc1ccc(-c2nc(CSCC(=O)N3CCN(c4cccc(OC)c4)CC3)c(C)o2)cc1
    6 | 5 | 2 | -6 | -4 | 1.4% | -7 | -18 | -0.5
- Cc1c(C(=O)NCc2cccnc2)oc2c1C(=O)CC(C)(C)C2
    0 | 8 | 0 | 5 | 3 | 0.4% | -8 | 9 | -0.1
- Cc1ccc(NC(=O)N2N=C(c3ccc(F)cc3)CC2c2ccc(F)cc2)cc1 (configuration not stated)
    10 | 4 | -7 | 7 | -6 | 0.2% | . | -5 | 0.7
- COc1ccccc1NC(=O)Cn1cnc2c(oc3nc4c(cc32)CCCC4)c1=O
    -1 | 6 | 4 | -6 | 1 | 14% | -15 | 18 | .
- COc1ccc(S(=O)(=O)c2c(SC)nn(CC(=O)Nc3ccc(C)c(Cl)c3)c2N)cc1
    6 | 0 | 5 | . | 2 | 3.4% | . | 7 | 0.0
- O=C(OCc1ccc(F)cc1)c1ccc2c(c1)-c1ccccc1C2=O
    5 | -8 | -4 | 21 | 0 | 0.6% | -6 | -4 | -1.0
- Cc1cccc(C(=O)OCC(=O)N2CCCCCC2)c1
    2 | 1 | 11 | 31* | -2 | 0.3% | 2 | 8 | -0.2
- CCn1ncc(Cl)c1C(=O)NC(C)c1ccccc1 (configuration not stated)
    1 | 4 | . | . | -3 | 1.9% | 13 | -1 | .

The last three entries of the section before open the next one.
Values run as follows: D1 ag | TRHR PAM | D2 potentiator | D2 antagonist | D1 PAM | RXFP1 ag | RXFP1 antag | D1 antag | D2 ag
- O=C(OCc1ccc(F)cc1)c1ccc2c(c1)-c1ccccc1C2=O
    5 | -8 | -4 | 21 | 0 | 0.6% | -6 | -4 | -1.0
- Cc1cccc(C(=O)OCC(=O)N2CCCCCC2)c1
    2 | 1 | 11 | 31* | -2 | 0.3% | 2 | 8 | -0.2
- CCn1ncc(Cl)c1C(=O)NC(C)c1ccccc1 (configuration not stated)
    1 | 4 | . | . | -3 | 1.9% | 13 | -1 | .
- CC(=O)N=c1n(C)c2ccccc2n1CCOc1ccccc1
    1 | -9 | -1 | 8 | 0 | 6.2% | 3 | -11 | -0.3
- Cc1ccc(NC(=O)Cn2nnc(C(=O)NCc3cccs3)c2N)cc1F
    3 | -6 | 11 | 6 | -4 | -1.4% | 0 | 8 | -0.7
- Cc1ccc(-n2nc3c(N4CCCC(C(=O)NCc5ccccc5C)C4)nnc(C)c3c2C)cc1 (configuration not stated)
    44* | 2 | -4 | . | 53* | 4.3% | -14 | 17 | 0.6
- Cc1ccc(C)c(NC(=S)N2CCCCCC2)c1
    1 | 1 | 7 | 7 | 6 | 1.7% | -3 | -4 | 0.3
- COC(=O)c1ccc(/C=C(\C#N)c2nc3ccccc3s2)cc1
    56* | 3 | -16 | 1 | 2 | 1.2% | 1 | 26 | 19
- CC(=O)N1CCC(C(=O)Nc2nc(-c3ccccc3)ns2)CC1
    0 | 1 | 6 | -7 | -5 | 2.1% | 4 | -1 | -0.5
- CC(C)Sc1oc(-c2ccco2)nc1S(=O)(=O)c1ccccc1
    1 | 9 | -3 | 33* | 6 | -3.0% | -12 | -48* | -2.6
- COc1ccccc1CNC(=O)[C@@H]1CCCN1S(=O)(=O)c1ccccc1F
    2 | 2 | 0 | -11 | 0 | -0.1% | -8 | -13 | -1.0
- O=C(Nc1ccc(Br)cc1)c1cccc(N2C(=O)C3CCCCC3C2=O)c1 (configuration not stated)
    8 | -3 | 0 | -5 | -5 | 0.2% | -8 | -14 | -0.7
- C=CCNS(=O)(=O)c1ccc(OCC(=O)OC)cc1
    4 | 5 | -4 | 17 | -1 | 1.2% | 0 | 4 | 0.3
- O=C(Nc1ccc(N2CCOCC2)c(Cl)c1)c1cccc(-n2cnnc2)c1
    0 | -3 | 5 | -15 | -6 | 0.9% | -5 | -4 | 0.2

Fetched one by one from the list above (two):
Values run as follows: D1 ag | TRHR PAM | D2 potentiator | D2 antagonist | D1 PAM | RXFP1 ag | RXFP1 antag | D1 antag | D2 ag
- COC(=O)c1ccc(/C=C(\C#N)c2nc3ccccc3s2)cc1
    56* | 3 | -16 | 1 | 2 | 1.2% | 1 | 26 | 19
- O=C(Nc1ccc(Br)cc1)c1cccc(N2C(=O)C3CCCCC3C2=O)c1 (configuration not stated)
    8 | -3 | 0 | -5 | -5 | 0.2% | -8 | -14 | -0.7

These rows are one share of the data; rates above refer to the full screens.
